GRP78 ERSR act: qHTS for Inducers of the Endoplasmic Reticulum Stress Response (ERSR) in Human Glioma: qHTS. U87-MG GRP78 promoter luciferase reporter, 16 h. Potency, µM, for inactives: at the top dose activation, most hits filed as activators. hit rate 0.02% among 420,000; note: potency is the fitted concentration of half-maximal effect; series mostly up to about 76 µM; % of control where 0% means no effect; nearly all actives have a fitted effect of over 35% in size
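Stably transfected U87-MG human glioma cells carrying a GRP78-based luminescent sensor were seeded at 1000 cells/well, pin-dosed with compounds and incubated 16 h. Luciferase reagent was then added, and end-point luminescence was read after 10 min at room temperature.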
D1 agonist: Allosteric Agonists of the Human D1 Dopamine Receptor: qHTS | hit rate 1% among 360,000 | D(1A) dopamine receptor (Homo sapiens), P21728 | activation, % at 2 µM | HEK293 T-REx D1 cells, calcium flux, agonist mode; in the data active = activation above about 30%; note: 0% is about no effect
Target sequence (P21728 whole entry, looked up): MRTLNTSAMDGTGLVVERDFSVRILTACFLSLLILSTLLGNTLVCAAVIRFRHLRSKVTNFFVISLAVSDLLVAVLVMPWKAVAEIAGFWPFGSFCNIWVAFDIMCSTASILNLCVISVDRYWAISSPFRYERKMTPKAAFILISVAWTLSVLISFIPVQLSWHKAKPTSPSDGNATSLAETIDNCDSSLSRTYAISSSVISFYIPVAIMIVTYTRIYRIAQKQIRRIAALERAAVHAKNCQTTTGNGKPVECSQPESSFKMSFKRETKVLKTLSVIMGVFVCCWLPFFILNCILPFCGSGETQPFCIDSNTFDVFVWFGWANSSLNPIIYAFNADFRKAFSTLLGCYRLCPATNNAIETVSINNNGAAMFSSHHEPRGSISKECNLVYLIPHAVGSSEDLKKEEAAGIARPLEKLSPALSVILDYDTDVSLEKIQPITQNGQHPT
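Inducible HEK293 T-REx D1 cells, force-coupled to calcium signalling, were plated at 4000 cells/well with tetracycline and held overnight at 30 C. After no-wash calcium dye loading, compound-evoked calcium rise over 180 s flagged agonists.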
D1 potentiator: Potentiators of Human D1 Dopamine Receptor: qHTS; hit rate 0.036% among 360,000; D(1A) dopamine receptor (Homo sapiens), P21728; potentiation, % at 10 µM; HEK293 TREx D1 cells, calcium flux, dopamine EC20 potentiation; in the data active = potentiation above about 30%; note: 0% is about no effect
LDHA block: qHTS assay for inhibitors of human lactate dehydrogenase; L-lactate dehydrogenase A chain (Homo sapiens), P00338; purified LDHA, NADH/diaphorase-resazurin fluorescence; stronger effect = lower value; activity change, % (values are at about 110 or 230 µM); hit rate 0.15% among 480,000; AID 1347041, 2019; in the data active = activity change below about -30%; inconclusive = mostly about -25% to -30%;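 note: plate controls were DMSO wells for no effect and wells without enzyme for full effect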
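LDH5 2 nM; NADH 0.06 mM, pyruvate 0.2 mM; 200 mM Tris pH 7.4, EDTA, Tween-20; 5 min RT. Detection: diaphorase 0.133 mg/mL + resazurin 37 µM, fluorescence ex540/em590 at 0 and 20 min; normalized to enzyme-free and DMSO wells.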
Vif-A3G inh: qHTS for Inhibitors of Vif-A3G Interactions: qHTS. DNA dC->dU-editing enzyme APOBEC-3G (Homo sapiens), Q9HC16. HeLa A3G-eYFP + Vif (tagged APOBEC3G with the HIV-1 protein that degrades it), YFP fluorescence, overnight. Potency, µM (titrated, usually from 46.1 µM), without a hit: at the top dose activity, negative = active, usual class: inhibitors. hit rate 0.076% among 410,000;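 note: potency is the fitted concentration of half-maximal effect; % is set by controls: 0 for no effect and ±100 for the full control effect; nearly all actives have a fitted effect of over 60% in size; hits raise eYFP signal because A3G escapes Vif-driven loss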
Target sequence (Q9HC16 whole entry, looked up): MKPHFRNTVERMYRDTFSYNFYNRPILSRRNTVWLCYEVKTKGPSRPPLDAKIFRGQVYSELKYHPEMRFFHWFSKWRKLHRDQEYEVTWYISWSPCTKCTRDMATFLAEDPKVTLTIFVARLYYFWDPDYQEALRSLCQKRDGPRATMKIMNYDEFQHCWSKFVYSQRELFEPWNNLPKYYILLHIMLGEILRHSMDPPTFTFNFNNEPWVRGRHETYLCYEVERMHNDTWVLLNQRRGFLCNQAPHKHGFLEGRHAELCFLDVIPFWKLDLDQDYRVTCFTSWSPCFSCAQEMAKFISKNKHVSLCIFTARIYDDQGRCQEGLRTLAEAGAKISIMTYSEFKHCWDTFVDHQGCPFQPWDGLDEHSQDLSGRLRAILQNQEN
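Read-out is eYFP fluorescence (Ex 488/Em 500-530) from Vif-expressing HeLa A3G-eYFP cells; more signal means A3G escaped Vif-mediated degradation. Cells plated overnight, compound pinned in, incubated overnight at 37 deg C.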
D2 potentiator: HTS Assay for Positive Allosteric Modulators of the Human D2 Dopamine Receptor: Primary Screen for Potentiators; D(2) dopamine receptor (Homo sapiens), P14416; potentiation, % at 10 µM; HEK293 T-REx D2, calcium flux, EC20 dopamine potentiation; hit rate 0.34% among 340,000;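 active = potentiation over 3 SD above the plate norm, cut at about 30% in these data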; note: 0% is about no effect
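Calcium flux readout, no-wash dye, 1 read/s. Inducible HEK293 Trex D2 line, overnight 30 C. Compound alone 180 s (agonist flags), then EC20 dopamine, another 180 s to score potentiation.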
RXFP1 ag: qHTS Assay for Agonists of the Relaxin Receptor RXFP1 | hit rate 0.3% among 370,000 | AID 2676, 2010 | Relaxin receptor 1 (Homo sapiens), Q9HBX9 | HEK293T-RXFP1 cAMP TR-FRET, 30 min; response scale: percent of porcine relaxin response, buffer zero | Potency, µM (series often up to 57.5 µM), for the others: top-dose activation, hits mostly activators; note: potency is the fitted concentration of half-maximal effect; % is set by controls: 0 for no effect and ±100 for the full control effect; nearly all actives have a fitted effect of over 60% in size; many of its hits are not listed in these tables
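Agonist response is measured as cAMP accumulation in an RXFP1-transfected HEK293T line under PDE4 inhibition. Values are scaled between buffer-only and 29 nM porcine relaxin, and EC50s come from standard Hill equation fits.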
D1 antagonist: Antagonist of Human D 1 Dopamine Receptor: qHTS; D(1A) dopamine receptor (Homo sapiens), P21728; HEK293 TREx D1 cells, calcium flux, dopamine EC80; stronger effect = lower value; activity change, negative = inhibition, % at 10 µM; hit rate 3.2% among 360,000; AID 504652, 2011; in the data active = activity change below about -30%; note: % is set by controls: 0 for no effect and ±100 for the full control effect
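Compound effects on dopamine-evoked calcium signalling were measured in tetracycline-induced HEK293 Trex D1 cells. Dopamine at EC80 followed a 180 s compound pre-read, and fluorescence was tracked kinetically for 180 s more.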
Vif-A3F inh: qHTS for Inhibitors of Vif-A3F Interactions: qHTS; AID 602313, 2012; Potency, µM (titrated, usually from 46.1 µM), without a hit: at the top dose activity, negative = active; hit rate 0.2% among 390,000; HeLa A3F-eYFP + Vif (tagged APOBEC3F with the HIV-1 protein that degrades it), YFP fluorescence increase; note: potency is the fitted concentration of half-maximal effect; % of control where 0% means no effect; nearly all actives have a fitted effect of over 65% in size
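HeLa cells stably expressing A3F-eYFP plus Vif, plated and incubated overnight at 37 deg C, then exposed to compounds overnight at 37 deg C. Blocked degradation read as raised yellow fluorescence (Ex 488/Em 500-530).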
An asterisk follows results filed as active; ? = inconclusive; . = not tested or not shown; & = joins results of further samples. Unless noted, calls come from the whole dose curve; as a rule, active = well fitted curve in the direction sought with a large enough effect; inconclusive = small, poorly fitted or top-dose-only effect, or another doubt; inactive = no such curve, though single readings can be large; an effect the other way counts as inactive or inconclusive.

The opening 2 entries as a preview:
Fields: GRP78 ERSR act	D1 agonist	D1 potentiator	LDHA block	Vif-A3G inh	D2 potentiator	RXFP1 ag	D1 antagonist	Vif-A3F inh
- COc1ccc(Cl)cc1C(=O)Nc1nc2ccccc2[nH]1
 : -16%	2	8	-6	-4%	7	12%	6	-9%
- CC1CN(c2nc(N(C)c3ccccc3)nc(N)c2[N+](=O)[O-])CC(C)O1 (stereo not given)
 : 2%	-1	7	-14	2%	13	4.5%	2	2%

Main list, from the start:
Fields: GRP78 ERSR act	D1 agonist	D1 potentiator	LDHA block	Vif-A3G inh	D2 potentiator	RXFP1 ag	D1 antagonist	Vif-A3F inh
- COc1ccc(Cl)cc1C(=O)Nc1nc2ccccc2[nH]1
 : -16%	2	8	-6	-4%	7	12%	6	-9%
- CC1CN(c2nc(N(C)c3ccccc3)nc(N)c2[N+](=O)[O-])CC(C)O1 (stereo not given)
 : 2%	-1	7	-14	2%	13	4.5%	2	2%
- Cc1ccc(CCNS(=O)(=O)c2c(C)nc3sc(C)c(C)n3c2=O)cc1
 : -3%	2	1	-3	0%	.	3.0%	-1	-12%
- Cc1cc(C)c2cc(C#N)c(NCCNC(=S)NCCCN3CCOCC3)nc2c1
 : -3%	1	2	-1	6%	-2	0.8%	4	9%
- O=C(Nc1nnc(S(=O)(=O)N2CCCC2)s1)c1ccccc1Br
 : 2%&2%	3&7	1&-2	1&-3	-20%&-7%	5&-5	18%&-1.8%	4&-11	1%&-4%
- CCOC(=O)N1CCc2c(sc(NCc3cc(OC)ccc3OC)c2C(=O)Nc2cc(OC)ccc2OC)C1
 : -3%	2	-2	15	-1%	2	-1.4%	8	3%
- O=C(COC(=O)CCOc1ccccc1)Nc1cc(S(=O)(=O)N2CCCCC2)ccc1Cl
 : -5%	4	-4	-5	0%	0	0.5%	1	0%
- Cc1cc(C(=O)COC(=O)c2ccc(N)cc2)c(C)n1-c1c(C)n(C)n(-c2ccccc2)c1=O
 : -2%	1	-3	-5	0%	9	0.2%	-2	11%
- COc1c2ccccc2nc2ccccc12
 : -3%	4	-1	-3	2%	-3	2.7%	-11	-10%
- CN(C)Cc1c(O)ccc2c1O/C(=C\C=C\c1ccccc1)C2=O
 : -3%	45*	1	-3	6%	-13	13%	7	-12%
- CCN(CC)CCNc1oc(-c2ccccc2)nc1S(=O)(=O)c1ccccc1
 : -3%	.	.	-5	7%	.	.	.	-3%
- CCOc1ccc(C(=O)NCc2ccco2)cc1Cl
 : -1%	2	-9	0	-7%	2	2.6%	-11	0%
- O=C(Oc1ccc(=O)n(-c2ccccc2)n1)c1ccccc1
 : -2%	1	2	-1	-1%	4	2.1%	-7	-2%
- COC(=O)CN(c1ccc(Cl)cc1C)S(C)(=O)=O
 : -3%	1	-5	-6	2%	19	-1.0%	-19	10%
- CC(C)CN1CCc2nc(N3CCN(c4ncccn4)CC3)ncc2C1
 : 2%	0	0	3	2%	-14	1.9%	-4	2%
- CCCCOc1ccc(S(=O)(=O)N2CCN(c3ccc(N4CCN(CC)CC4)nn3)CC2)cc1
 : -4%	3	-11	-3	0%	-5	0.7%	-6	-15%
- CCOC(=O)c1ccc(NC(=O)C2(N3C(=O)c4ccccc4C3=O)CCCC2)cc1
 : -3%	.	.	-3	0%	.	.	.	14%
- CCn1c(=S)sc2c(=O)n(CC(=O)Nc3cccc(Br)c3)c(C)nc21
 : -5%	8	5	-5	2%	7	1.7%	10	?
- COC(=O)[C@@]12CCCN1[C@H](c1ccc(-c3ccc(Cl)c(Cl)c3)cc1)[C@H]1C(=O)N(C)C(=O)[C@H]12
 : -4%	4	-6	0	1%	1	2.8%	-5	-3%
- COc1ccc(NC(=O)C2CCN(S(=O)(=O)c3ccc4[nH]c(=O)oc4c3)CC2)c(OC)c1
 : -1%	0	6	4	-9%	-5	2.3%	1	-9%
- Cc1ccc(OCCn2cncn2)c([N+](=O)[O-])c1
 : -4%	-2	-9	2	-1%	1	1.4%	-15	-3%
- COc1ccc(NC(=S)N2CCN(C/C=C/c3ccccc3)CC2)cc1OC
 : -3%	3	-4	-7	-1%	-8	1.5%	1	6%
- COC(=O)c1c(SC)nc2ccccc2c1OCc1cc(C)ccc1C
 : -3%	31*	-2	2	3%	2	-2.8%	17	-1%
- CCn1nnc(NC(=O)c2ccc([N+](=O)[O-])o2)n1
 : -7%	2	0	3	?	10	5.3%	1	4%
- COc1ccc(N(CC(=O)Nc2cccc(N(C)S(C)(=O)=O)c2)S(=O)(=O)c2ccccc2)cc1Cl
 : 2%	6	18	-2	-6%	-6	-1.1%	-19	8%
- Nc1cccc2c1nnn2C1OC(CO)C(O)C(O)C1O (stereo not given)
 : .	0	-7	.	.	5	1.8%	11	.
- O=C(CN1CCN(c2ccccc2O)CC1)NC(=O)NC1CCCC1
 : -3%	6	13	4	0%	-7	-0.4%	-1	3%
- CC(=O)Nc1ccc(-c2nnc(SCC(=O)c3ccc([N+](=O)[O-])cc3)o2)cc1
 : -2%	2	4	1	4%	15	2.7%	15	-4%
- CC1CN(C(=O)CN2C(=O)NC(C)(c3ccccc3)C2=O)CC(C)O1 (stereo not given)
 : -6%	1	-6	-1	2%	-3	0.4%	-1	-9%
- COc1ccc(-n2nc3c(c2NC(=O)CCl)CSC3)cc1
 : 9%	1	-6	2	-20%	12	3.9%	21	5%
- COc1ccc2nc(NC(=O)CNS(=O)(=O)c3cccs3)sc2c1
 : 0%	2	1	-8	-1%	-13	0.3%	-1	1%
- CCOC(=O)CN1C(=O)/C(=C2\SC(=S)N(NC(=O)c3cccnc3)C2=O)c2ccccc21
 : -3%	-3	-2	7	-2%	-1	2.6%	-3	0%
- Cc1cc2c(cc1[N+](=O)[O-])NC(CNC(C)C)CC2 (stereo not given)
 : 2%	3	-8	-3	-1%	-21	-0.6%	17	-5%
- CCOC(=O)[C@H]1[C@H]2COc3ccc(Cl)cc3[C@@H]2N2C(=O)CN(CC3CCCO3)C(=O)[C@@]12C (stereo not given in full)
 : -5%	-1	-8	0	-1%	-2	0.6%	.	7%
- CC1(C)CC(=O)C(C=NCC2CCNCC2)=C(O)C1
 : -5%	2	-9	0	3%	-3	0.6%	1	-6%
- O=C(NNC(=O)c1cc2c(s1)CCCC2)c1ccccc1
 : 8%	5	-3	-4	-3%	-7	-0.6%	-5	-10%
- COc1ccc(/C=N/n2c(C)nnc2C)c(OC)c1OC
 : 0%	6	-8	0	6%	-7	-0.7%	11	5%
- O=C(c1cc(COc2cccc3cccnc23)on1)N1CCC[C@H]1CO
 : -1%	.	.	-12	-1%	.	.	.	-5%
- COc1ccc(C(=O)Nc2nnc(S(=O)(=O)N(C)Cc3ccccc3)s2)cc1
 : 0%	6	-6	-1	3%	3	6.1%	-13	9%
- Cc1ccc(NC(=O)C2=C(c3ccccc3)S(=O)(=O)CCS2(=O)=O)cc1
 : -19%	2	0	0	-7%	7	-4.6%	16	4%
- NC(=O)C1CCN(C(=O)c2ccc3nc(N4CCCCC4)sc3c2)CC1
 : 6%	4	-3	-4	-1%	6	4.9%	-11	1%
- CCC(C)NC(=O)c1[nH]c(C)c(C(=O)OC)c1C (stereo not given)
 : -2%	2	-9	-12	0%	-15	-0.4%	-1	-18%
- Cc1cccc(NC(=O)CN2c3ccccc3S(=O)(=O)c3ccccc32)c1C
 : -5%	5	-3	4	-5%	5	1.7%	-4	-4%
- COc1ccc(-c2noc(N3CCC(C(=O)NCc4ccc(F)cc4)CC3)n2)cc1
 : -5%	10	-10	1	0%	6	1.4%	-36*	7%
- Cc1[nH]n(-c2nc(-c3ccc(Cl)cc3)cs2)c(=O)c1N=Nc1ccc(O)cc1
 : 1%	2	-3	2	-4%	-5	-0.8%	-12	7%
- O=C(c1cn(-c2ccc(Cl)c(Cl)c2)nn1)C1CC1
 : 3%	3	-5	-1	3%	-6	0.9%	6	1%
- COc1ccc(N2C(=O)NC(NC(=O)C(C)(C)C)(C(F)(F)F)C2=O)cc1 (stereo not given)
 : -1%	1	-7	-8	1%	11	-0.1%	-9	9%
- Cc1cccc(CNC(=O)CN2C(=O)C3CCCCN3c3ccc(C(=O)N4CCCC4)cc32)c1 (stereo not given)
 : -2%	1	0	-3	-1%	.	-0.1%	4	-2%
- O=C(NC(Cc1ccccc1)C(=O)O)/C(=C\c1ccccc1)NC(=O)c1ccco1 (stereo not given)
 : -5%	6	.	-7	0%	-9	3.9%	-2	-15%
- Cc1ccc(O)c(NC(=O)COCc2cc(-c3ccco3)on2)c1
 : -1%	4	2	-4	0%	7	0.4%	1	5%

Remaining list, next part
Fields: GRP78 ERSR act	D1 agonist	D1 potentiator	LDHA block	Vif-A3G inh	D2 potentiator	RXFP1 ag	D1 antagonist	Vif-A3F inh
- COC(=O)c1ccc2cc(OC)c(OC)cc2c1
 : 1%	.	.	0	0%	.	.	.	7%
- Cc1nc(SCC(=O)c2ccccc2)n[nH]1
 : 0%	1	-3	-8	1%	1	2.6%	0	-6%
- COc1cccc(N2CC(NC(=O)c3cccc(OC)c3OC)CC2=O)c1 (stereo not given)
 : -3%	1	-3	-6	9%	-9	-0.7%	.	-12%
- CN(C)CCC(C(=O)c1ccccc1)c1ccccn1 (stereo not given)
 : 6%	.	.	-4	-2%	.	.	.	9%
- Cc1cccc(OCC(=O)N(Cc2cccc(Cl)c2)Cc2ccco2)c1C
 : .	31*	-1	3	.	-3	-1.5%	-17	.
- CC1(C)C2CCC(C2)C1(C)NC(=O)CNCC1CCCCC1 (stereo not given)
 : 3%	16	-2	-18	1%	2	2.0%	-3	-6%

Source: PubChem BioAssay

Not all compounds are listed (hit frequency here may not be typical).
